ATXN2 expr inh – reduces ATXN2 reporter expression in HEK-293 cells; actives 0.72% (n = 360,000); HEK-293 ATXN2-luciferase reporter, luminescence, 24 h; Potency, µM (doses to about 57 µM), without a hit: at the highest dose activity change, negative = inhibition, hits mostly inhibitors; note: potency is the fitted concentration of half-maximal effect; % is set by controls: 0 for no effect and ±100 for the full control effect; nearly all actives have a fitted effect of over 55% in size
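ATXN2-luciferase reporter cells (luciferase flanked by upstream and downstream ATXN2 gene portions) were treated 24 h at 37 °C with compounds at up to 57 uM. SteadyGlo luminescence gave expression; GF-AFC fluorescence gave viability.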
HT1080-NT tox – kills 2HG-producing HT-1080-NT fibrosarcoma cells | HT-1080-NT fibrosarcoma viability, CellTiter-Glo ATP luminescence, 48 h | Potency, µM (doses to about 46.1 µM), inactives show top-dose activity, negative = less viability, most hits filed as cytotoxic | actives 1.6% (n = 360,000) | AID 686970;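 note: NT is the 2HG producing partner of a matched IDH1 knockdown line; potency is the fitted concentration of half-maximal effect; 0% = DMSO-treated cells and -100% = media-only wells without cells; nearly all actives have a fitted effect of over 55% in size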
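HT-1080-NT; 750 cells/well; 5% FBS RPMI; 48 h compound, 37 degrees C; CellTiter-Glo luminescence; curve fitting and curve-class assignment.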
MCF10A rereplic – induces DNA re-replication in MCF 10a normal breast cells; MCF 10A DNA re-replication, Hoechst nuclear intensity, 48 h; Potency, µM (series often up to 46.1 µM), for inactives: at the top dose activity, positive = re-replication, most hits filed as activators; actives 2.9% (n = 350,000); AID 624296; note: potency is the fitted concentration of half-maximal effect; % of control where 0% means no effect; nearly all actives have a fitted effect of over 50% in size
IL-1B inflam inh – blocks inflammasome-driven IL-1 beta release | THP-1 LPS/ATP IL-1B secretion, AlphaLISA, 16 h; hits give low values | activity change, % at 57.5 µM | actives 4.7% (n = 360,000) | AID 743279; in the data active = activity change below about -50%; inconclusive = mostly about -30% to -49%; note: % is set by controls: 0 for no effect and ±100 for the full control effect
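THP-1 cells pretreated 1 hr with compounds (up to 57.5 uM final), then stimulated with LPS (250 ng/mL final) plus ATP (1.25 mM final); secreted IL-1B measured by AlphaLISA after 16 hr, decreased signal indicating inhibition.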
KB-V1 cytotox – kills drug-selected multidrug resistant KB-V1 cells; Potency, µM (top dose mostly 46.1 µM), without a hit: at the highest dose activity change, negative = cytotoxicity, most hits filed as cytotoxic; actives 3.4% (n = 400,000); KB-V1 MDR cells viability, CellTiter-Glo, 72 h; note: potency is the fitted concentration of half-maximal effect; % is set by controls: 0 for no effect and ±100 for the full control effect; nearly all actives have a fitted effect of over 60% in size
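KB-V1 cells (P-gp-expressing MDR subline of KB-3-1) in phenol-red-free DMEM with 10% FBS were exposed to library compounds over a concentration series for 72 h at 37 degrees C. Viability read by CellTiter-Glo luminescence; concentration-effect curves fitted after normalization.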
KB-3-1 tox – KB-3-1 parental cell cytotoxicity. KB-3-1 viability, CellTiter-Glo ATP luminescence, 72 h. Potency, µM (highest dose often 46.1 µM), for the others: at the top dose activity change, negative = cytotoxic, hits mostly cytotoxic. actives 1.4% (n = 400,000); note: potency is the fitted concentration of half-maximal effect; % is set by controls: 0 for no effect and ±100 for the full control effect; nearly all actives have a fitted effect of over 60% in size
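Here the drug-naive KB-3-1 line serves as comparator for MDR sub-line selectivity; cells received compound titrations, 72 h at 37 °C, then CellTiter-Glo readout.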
HT1080 IDH1KD tx – HT-1080 IDH1 knockdown cell toxicity (counter line); HT-1080 IDH1 knockdown viability, ATP luminescence, 48 h; Potency, µM (titrated, usually from 46.1 µM), inactives show at the highest dose activity, negative = toxicity, actives largely listed as cytotoxic; actives 2% (n = 360,000); AID 686971;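 note: potency is the fitted concentration of half-maximal effect; 0% = DMSO wells and -100% = cell-free medium wells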
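% activity derives from luminescence (CellTiter-Glo), normalised to DMSO and no-cell wells. HT-1080-IDH1KD cells, 750/well, had 48 h compound exposure at 37 °C.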
WRN helicase inh – inhibitors of human WRN helicase. Q14191. WRN helicase unwinding, fluorescent forked duplex, kinetic. Potency, µM (top dose mostly 114 µM), for inactives: at the top dose activity change, negative = inhibition, hits mostly inhibitors. actives 0.46% (n = 360,000). AID 651768; note: potency is the fitted concentration of half-maximal effect; % is set by controls: 0 for no effect and ±100 for the full control effect; nearly all actives have a fitted effect of over 55% in size
Target sequence (Q14191 whole entry, looked up): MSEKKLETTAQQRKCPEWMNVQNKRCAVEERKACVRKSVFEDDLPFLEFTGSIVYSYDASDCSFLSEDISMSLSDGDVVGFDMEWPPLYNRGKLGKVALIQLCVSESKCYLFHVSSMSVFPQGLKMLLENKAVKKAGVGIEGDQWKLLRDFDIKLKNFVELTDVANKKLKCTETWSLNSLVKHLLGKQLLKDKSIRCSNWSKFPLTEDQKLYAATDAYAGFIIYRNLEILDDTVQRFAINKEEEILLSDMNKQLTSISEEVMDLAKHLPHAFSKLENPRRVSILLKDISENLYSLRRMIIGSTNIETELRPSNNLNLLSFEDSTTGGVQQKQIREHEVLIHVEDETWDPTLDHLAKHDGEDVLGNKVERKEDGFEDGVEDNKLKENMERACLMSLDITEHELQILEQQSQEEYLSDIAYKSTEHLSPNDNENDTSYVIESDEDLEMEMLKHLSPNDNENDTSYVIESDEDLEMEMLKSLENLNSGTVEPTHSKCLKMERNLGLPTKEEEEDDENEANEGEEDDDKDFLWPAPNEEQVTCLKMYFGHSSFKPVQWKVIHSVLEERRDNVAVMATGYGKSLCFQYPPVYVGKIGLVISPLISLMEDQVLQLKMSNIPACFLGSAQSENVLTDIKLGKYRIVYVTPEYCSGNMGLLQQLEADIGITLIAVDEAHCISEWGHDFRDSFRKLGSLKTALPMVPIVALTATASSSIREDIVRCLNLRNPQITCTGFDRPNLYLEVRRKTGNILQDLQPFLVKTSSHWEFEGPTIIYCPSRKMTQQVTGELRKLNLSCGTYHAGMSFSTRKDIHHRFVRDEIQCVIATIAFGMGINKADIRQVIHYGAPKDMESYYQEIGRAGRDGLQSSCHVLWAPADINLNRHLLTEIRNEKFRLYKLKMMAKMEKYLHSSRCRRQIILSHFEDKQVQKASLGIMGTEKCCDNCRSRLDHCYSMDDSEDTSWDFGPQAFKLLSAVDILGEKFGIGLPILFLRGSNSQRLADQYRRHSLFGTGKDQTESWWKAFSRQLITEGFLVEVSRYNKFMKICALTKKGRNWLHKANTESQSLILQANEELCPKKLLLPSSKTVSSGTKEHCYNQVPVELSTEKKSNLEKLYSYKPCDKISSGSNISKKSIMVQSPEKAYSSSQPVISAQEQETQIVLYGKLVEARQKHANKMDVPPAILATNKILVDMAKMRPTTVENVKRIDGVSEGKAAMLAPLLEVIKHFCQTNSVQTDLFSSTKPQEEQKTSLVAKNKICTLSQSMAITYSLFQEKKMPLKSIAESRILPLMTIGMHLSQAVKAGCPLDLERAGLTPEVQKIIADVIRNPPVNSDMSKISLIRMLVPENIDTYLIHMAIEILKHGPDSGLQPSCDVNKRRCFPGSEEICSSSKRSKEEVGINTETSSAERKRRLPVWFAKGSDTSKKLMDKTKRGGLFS
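Enzyme (20 nM final) and test compound sit together 15 min at room temperature before substrate addition. Substrate is a single-forked duplex oligonucleotide (100 nM) labelled with fluorophore and quencher, with 2 mM ATP; helicase unwinding raises red fluorescence, read kinetically.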
SW480 rerep – DNA re-replication induction in SW480 cells. SW480 DNA re-replication, Hoechst DNA content imaging, 48 h. Potency, µM (series often up to 46.1 µM), inactives show at the top dose re-replication activation, hits mostly activators. AID 624297. actives 1.8% (n = 340,000); note: potency is the fitted concentration of half-maximal effect; % of control where 0% means no effect; nearly all actives have a fitted effect of over 55% in size
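SW480 cells exposed to compounds for 48 hr at 37 C, 5% CO2, then Hoechst-stained 40 min. Nuclear DNA content imaged by fluorescence scanning (405 nm excitation, 500-530 nm emission); re-replication scored as increased high-intensity nuclei.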
Starred values were filed as active, the others as inactive; ? = inconclusive; nt = no result given; [ ] = dose if it differs, or a comment. Unless noted, calls come from the whole dose curve; as a rule, active = well fitted curve in the direction sought with a large enough effect; inconclusive = small, poorly fitted or top-dose-only effect, or another doubt; inactive = no such curve, though single readings can be large; an effect the other way counts as inactive or inconclusive.

SMILES | ATXN2 expr inh | HT1080-NT tox | MCF10A rereplic | IL-1B inflam inh | KB-V1 cytotox | KB-3-1 tox | HT1080 IDH1KD tx | WRN helicase inh | SW480 rerep
O=C(O)CCc1ccc(-c2ccc(Br)cc2)o1 | 18% | -2% | ? | -65* | -15% | 0% | 0% | ? | 5.8µM*
Cc1ccnc2nc(C(=O)OCC(=O)c3ccc(Cl)cc3)nn12 | nt | 3% | 0% | 16 | ? | 3% | -1% | 0% | -11%
CCC(=O)Nc1c(C)cc(C)cc1Cl | -5% | -2% | -1% | 5 | 0% | 0% | -1% | -9% | 2%[9.22 µM]
Cc1cccnc1NC(=S)Nc1ncccc1C | 52%[activator] | -8% | 0% | 6 | -14% | ? | -17% | 5% | 3%
CCOc1ccccc1N1CCN(C2=C(NS(=O)(=O)c3cccs3)C(=O)c3ccccc3C2=O)CC1 | -20% | ? | 23µM* | -29 | ? | ? | ? | -2% | 24%
CC(=O)Nc1cccc(NC(=O)CSc2nccn2Cc2ccccc2)c1 | -15% | ? | 1% | 0 | 0% | -15% | -10% | -30% | 8%
CCCc1c(-c2ccc(F)cc2F)ncn1Cc1cccc(-c2ccccc2)c1 | nt | ? | nt | -9 | ? | ? | ? | -6% | nt
CCc1nc2c(c(SC)nn2-c2ccccc2)c(N)c1C(=O)OC | 1% | -1% | -2% | 0 | -2% | -4% | -2% | 2% | -3%
Cc1cccn2c(=O)nc(SCC(=O)N3CCOCC3)nc12 | -2% | 14% | -1% | 8 | 4% | 2% | 28% | -4% | -13%
Cc1ccc2cc(NC(=O)Cc3ccccc3)ccc2n1 | 45%[activator] | 1% | -8% | -24 | 6% | 12% | 12% | 5% | -2%
O=C(Cn1ccc(NC(=O)OCc2ccccc2)nc1=O)NCC1CCCO1 (stereo not drawn) | 3% | 0% | ? | -10 | -23% | -25% | 0% | 10% | 1%
CC(=O)NNC(=O)c1sc(=S)n(C)c1C | -10% | 7% | -2% | 10 | 20% | 9% | 3% | 0% | 0%
COCCN(CC(=O)Nc1cccc(C)c1C)C(=O)Cc1cccs1 | 6% | 11% | -5% | -3 | -2% | -8% | 6% | -2% | -6%
O=C(c1ccc2c(=O)n3c(nc2c1)CCCCC3)N1CCN(c2ccc(Cl)cc2)CC1 | -27% | 0% | 18% | ? | -10% | -21% | -5% | 3% | 2%
Cc1cc(O)c(C(C)C)cc1NC(=S)Nc1cc(C(C)C)c(O)cc1C | ? | 1% | ? | -55* | ? | ? | -16% | -21% | 5%
CCOC(=O)CNC(=O)CSc1nnc(Cn2c(=O)sc3ccccc32)n1-c1ccccc1C | 2% | 3% | -23% | -94* | -27% | 1% | -29% | 6% | 1%
N#Cc1ccc(Oc2ccc(C#N)c(C#N)c2)cc1C#N | 3% | -10% | -2% | 0 | 2% | -1% | 0% | -3% | 1%
Cc1ccc(NC(=O)CCN2C(=O)C3C4CCC(C4)C3C2=O)cc1Cl (stereo not drawn) | 18% | 19% | -2% | 9 | nt | nt | 2% | -12% | -6%
CN(CC(=O)O/N=C(\N)c1ccccn1)S(=O)(=O)c1ccc(Br)cc1 | 6% | -1% | -4% | -3 | -9% | 4% | 0% | 1% | -2%
CC(NC(=S)Nc1ccccc1C(F)(F)F)C1CC2CCC1C2 (stereo not drawn) | -4% | -2% | -22% | -16 | ? | -13% | -2% | 1% | 1%
O=C(CCC1N=C2c3ccccc3N=C(SCc3ccccc3Cl)N2C1=O)NCc1ccco1 (stereo not drawn) | 30% | -20% | 9% | ? | ? | -2% | -25% | -18% | 1%
CC(C)(C)c1nc2c(s1)CCc1onc(-c3ccc(Cl)cc3)c1-2 | 1% | -3% | 16% | 37 | 16% | 22% | 2% | 0% | -6%
CCCCN(C(=O)/C=C/c1ccco1)c1c(N)n(Cc2ccccc2)c(=O)[nH]c1=O | -12% | 1% | -10% | -6 | 0% | 13% | 23% | 0% | -3%
CC(=O)NC(C)(c1ccccc1)c1nc(-c2ccncc2)cs1 (stereo not drawn) | 14% | 19% | nt | 3 | 4% | 0% | 5% | 2% | nt
COc1ccc(NC(=O)c2cc(S(=O)(=O)N3CCCCC3)ccc2C)cc1S(=O)(=O)N1CCOCC1 | 3% | -10% | -1% | 0 | -5% | -1% | 2% | -31% | -1%
Cc1cc2ncn(-c3ncnc4sc5c(c34)CCC(C)C5)c2cc1C (stereo not drawn) | -11% | 14% | ? | 10 | 13µM* | 4% | -3% | 7% | 0%
CC(C)C[C@H]1COc2cc(N3CCC[C@@H]3CO)ccc2S(=O)(=O)N1 | 0% | 1% | nt | 86 | ? | -14% | 0% | 2% | nt
O=C(COC(=O)C1(c2ccccc2F)CCCC1)NCc1ccc2c(c1)OCO2 | 5% | 1% | 12% | -73* | 0% | -9% | -20% | -8% | -4%
CC(C)(C)C(=O)NC(=S)Nc1ccccc1C(=O)Nc1ccccc1 | 9% | 0% | ? | 27 | 12% | -9% | -4% | -3% | 1%
CCc1c(C)nc2ncnn2c1NCCc1ccccc1 | -8% | -4% | 12% | ? | ? | -26% | -3% | -1% | -3%
COC(=O)[C@H](Cc1ccccc1)N(C)S(=O)(=O)c1cccc(S(=O)(=O)N(C)[C@@H](Cc2ccccc2)C(=O)OC)c1 | -2% | -20% | 7% | 6 | 4% | 2% | -5% | -26% | -2%
CCOC(=O)C1CCCN(C2=NC(=O)/C(=C/c3ccc(OC)cc3)S2)C1 (stereo not drawn) | nt | -4% | -15% | 24 | 1% | -1% | 3% | -11% | -7%
Cc1cccc(CNc2ncnc3ccc(-c4ccc5c(c4)OCO5)cc23)c1 | ? | nt | ? | nt | 14% | ? | nt | nt | 0%
Cc1ccc(NC(=O)c2csc(-c3ccccc3)c2C)cc1 | ? | ? | 26% | -23 | 3% | -2% | ? | 4% | -6%
COc1ccc(NC(=S)N2CCC(N(C)CCN3CCOCC3)CC2)cc1Cl | -5% | 14% | 0% | -18 | -1% | 10% | 11% | 0% | -1%
C[C@@H]1CCC[C@@]2(O[C@H](CCO)C[C@@H](O)[C@@H]2O)O1 | 8% | 20% | 20% | 13 | 6% | 19% | 16% | 1% | -4%

Reformatted: entries from further up.
SMILES	ATXN2 expr inh	HT1080-NT tox	MCF10A rereplic	IL-1B inflam inh	KB-V1 cytotox	KB-3-1 tox	HT1080 IDH1KD tx	WRN helicase inh	SW480 rerep
C[C@@H]1CCC[C@@]2(O[C@H](CCO)C[C@@H](O)[C@@H]2O)O1	8%	20%	20%	13	6%	19%	16%	1%	-4%
Cc1cc2ncn(-c3ncnc4sc5c(c34)CCC(C)C5)c2cc1C (stereo not drawn)	-11%	14%	?	10	13µM*	4%	-3%	7%	0%
CC(C)C[C@H]1COc2cc(N3CCC[C@@H]3CO)ccc2S(=O)(=O)N1	0%	1%	nt	86	?	-14%	0%	2%	nt
Cc1ccc(NC(=O)c2csc(-c3ccccc3)c2C)cc1	?	?	26%	-23	3%	-2%	?	4%	-6%

(continued)
SMILES | ATXN2 expr inh | HT1080-NT tox | MCF10A rereplic | IL-1B inflam inh | KB-V1 cytotox | KB-3-1 tox | HT1080 IDH1KD tx | WRN helicase inh | SW480 rerep
Cc1ccc2sc(N(CCCN(C)C)C(=O)c3ccc(S(=O)(=O)N4CCCCCC4)cc3)nc2c1C | ? | ? | ? | ? | -25% | ? | ? | -6% | -1%
Cc1cccc(NS(=O)(=O)c2coc(C(N)=O)c2)c1C | 7% | 11% | 7% | 19 | ? | 1% | 4% | 3% | 0%
COc1ccc(N=C2C(=O)N3c4c(cccc42)C(C)=CC3(C)C)cc1 | 0% | -22% | 21µM* | 46 | ? | 0% | -29% | -11% | 21µM*
CCOc1ccc(CCN2C(=O)C(=O)N([C@@H](Cc3ccccc3)CN3CCC[C@H]3CN3C(=O)C(=O)NC[C@@H]3Cc3ccccc3)C[C@@H]2CC(C)C)cc1 | ? | -7% | nt | -79* | -29% | ? | 1% | -9% | nt
OCCC1CN(CCCc2ccccc2)CCN1Cc1ccccc1 (stereo not drawn) | -7% | -24% | -9% | 1 | -24% | -2% | -7% | -8% | -14%
O=C(Nc1nc2ccc(S(=O)(=O)N3CCCC3)cc2s1)C1CCCCC1 | -11% | 21µM* | 10µM* | -5 | 3.7µM* | 2.6µM* | 15µM* | -5% | 7.3µM*
COCCN1C(=O)N[C@@H](c2cccs2)C(C(=O)OC)=C1C | 7% | -1% | 0% | 45 | -18% | 0% | -3% | -5% | -6%
COc1ccc(N2CCN(CCCNC(=O)Cn3c(=O)c4cccn4c4ccccc43)CC2)cc1 | -13% | -2% | 0% | -13 | -15% | -18% | 1% | 7%[57.1 µM] | 0%
CCN1CC(CN(C)Cc2nc(-c3ccc(C(F)(F)F)cc3)oc2C)CC1=O (stereo not drawn) | -20% | 3% | ? | 6 | ? | 0% | -9% | -4% | -12%
Cc1ccccc1-c1nc(CN2CCC(C(=O)NC3CC3)CC2)c(C)o1 | 5% | 2% | 4% | -11 | -1% | 23% | 25% | -2% | -3%
CCN(CC)S(=O)(=O)c1ccc(Cl)c(NC(=O)COC(=O)C2CCCCC2)c1 | -9% | -4%[9.24 µM] | 12% | 5 | 28% | 15% | 4% | -12% | 5%
C[C@@H]1CCCCO[C@H](CN(C)C(=O)Nc2cccc3ccccc23)[C@@H](C)CN([C@H](C)CO)C(=O)c2cc(NC(=O)c3ccccc3)ccc2O1 | -7% | -2% | nt | -25 | -15% | 6% | 1% | -3% | nt
Cc1cc(C)n(CC(C)NC(=O)c2cc(COc3c(F)cccc3F)on2)n1 (stereo not drawn) | -12% | -12% | -1% | -14 | ? | 0% | -20% | 2% | -2%

Screening data as filed in PubChem BioAssay.
